# Assay outcomes (PubChem)
# NS5 inhibitors = Dengue-2 NS5 methyltransferase inhibitors, primary screen, biochemical, confirmation dose response (AID 588689); inhibition, % at 25 µM, or IC50 in µM where a hit was titrated; 0.3% of 340,000 active; Dengue-2 NS5 methyltransferase capping enzyme assay, biochemical; higher % means a stronger effect; in the data active = a potency from the dose series; inconclusive = inhibition above about 29% without an active follow-up result
# Autophagy HCS = autophagy modulation, high-content screen; MEF GFP-LC3 puncta imaging; test concentration mostly 10 µM; calls only at 10 µM (by protocol); 0.98% of 190,000 active; AID 463193;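 active = percentage of spot-positive cells more than 3 SD above its plate mean, without a fluorescence outlier flag or 80% toxicity; inconclusive = no clear call, values can overlap the other calls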;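 note: spot-positive cell cutoff set from DMSO-treated cells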
# NTR1 agonist = agonists of NTR1, primary screen, imaging, U2OS cells, beta-arrestin-GFP, high content (AID 493036). P30989. NTR1-U2OS beta-arrestin-GFP spot imaging, agonist mode. activation, % at 20 µM. 0.17% of 330,000 active;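 active = activation at or above 40% of the spot to cytoplasm intensity ratio, with at least 20 cells analyzed; inconclusive = wells under 20 cells, flagged as cytotoxic or low count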;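 note: 0% = DMSO without peptide and 100% = 100 nM NTR1 peptide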
# Target sequence (P30989 whole entry, looked up): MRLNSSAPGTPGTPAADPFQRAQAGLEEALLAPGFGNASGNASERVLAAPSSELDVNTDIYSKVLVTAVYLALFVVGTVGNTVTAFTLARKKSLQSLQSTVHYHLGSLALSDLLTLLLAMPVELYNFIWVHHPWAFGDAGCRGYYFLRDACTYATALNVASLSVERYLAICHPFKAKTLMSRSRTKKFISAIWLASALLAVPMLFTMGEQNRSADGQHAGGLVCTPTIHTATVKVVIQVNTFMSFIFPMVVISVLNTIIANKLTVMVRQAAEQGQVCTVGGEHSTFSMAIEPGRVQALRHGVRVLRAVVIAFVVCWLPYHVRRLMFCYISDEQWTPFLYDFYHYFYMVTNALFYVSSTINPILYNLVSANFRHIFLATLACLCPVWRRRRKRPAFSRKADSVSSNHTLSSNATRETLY
# K1F lysis inhibition = protection from phage-mediated lysis, alamar blue read-out – E. coli UTI89, K1F phage, bacterial capsule biogenesis inhibitors (AID 488966). E. coli UTI89 K1F phage lysis, alamar blue, 2 h; higher % means a stronger effect. inhibition, % at 100 µM, or IC50 in µM where a hit was titrated. 0.02% of 340,000 active;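 active = phage lysis inhibition, versus mean bacterial control, above a set limit; inconclusive = no clear call, values can overlap the other calls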;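 note: capsule biogenesis inhibitors block K1F phage lysis so surviving cells raise fluorescence; higher fluorescence means more inhibition of phage lysis; actives were called in the ten point dose series up to 300 µM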
# LYP inhibition = inhibitors of LYP phosphatase, biochemical, fluorescence intensity, uHTS (AID 1779) | recombinant LYP phosphatase, fluorescence intensity; higher % means a stronger effect | one-dose inhibition, % at 11.5 µM; IC50 in µM for titrated hits | 0.054% of 290,000 active; in the data active = inhibition above about 50%;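 note: plate controls were vehicle with enzyme for no effect and no enzyme for full effect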
# GPR35 antagonists = inhibition of zaprinast-stimulated GPR35 beta-arrestin translocation – imaging, U2OS, beta-arrestin-GFP, zaprinast agonist, primary screen (AID 2058); U2OS GPR35 beta-arrestin-GFP translocation imaging, zaprinast antagonism; higher % means a stronger effect; one-dose inhibition, % at 10 µM; IC50 in µM for titrated hits; 0.052% of 290,000 active;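 active = inhibition of at least 50% with at least 30 cells and total cytoplasm GFP at most 10,000,000; inconclusive = under 30 cells or total GFP of 10,000,000 plus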
# AID2073 = inhibitors of Mint1-CaV2.2 protein interaction, biochemical, HTRF (AID 2073) | HTRF protein-protein interaction, Mint1-CaV2.2; higher % means a stronger effect | inhibition, % at 20 µM, or IC50 in µM where a hit was titrated | 0.19% of 290,000 active; in the data active = inhibition mostly above about 51%, no sharp cut-off; inconclusive = no clear call, values can overlap the other calls; inactive = mostly below about 53%; note: some results filed as inactive read as strong as hits
# WT yeast gro inh = growth inhibition of WT yeast, mitochondrial fusion screen | inhibition, % at 10 µM | mitochondrial fusion phenotypic screen, WT strain | 2.1% of 190,000 active; in the data active = inhibition above about 58%; tested in S. cerevisiae
# RSV CPE inhibition = RSV antiviral activity via CPE protection, HEp-2 cells, primary 10 µM value included (AID 2391). HEp-2 cells, RSV-induced CPE inhibition; higher % means a stronger effect. CPE inhibition, % at 10 µM, or IC50 in µM where a hit was titrated. 0.13% of 310,000 active; in the data active = a potency from the dose series; inconclusive = CPE inhibition mostly from about 23% at the one dose, without a potency; inactive = the rest, 99 in 100 with CPE inhibition below about 21%; note: strong numbers were not always called active
# WT yeast gro inh mutant strain = also measured in WT yeast gro inh; calls as there; inhibition, %; mitochondrial fusion phenotypic screen, mutant strain inhibition
# Autophagy HCS cell loss 18 h = recorded beside Autophagy HCS, whose call it bears; toxicity, %; measured here: cell loss, nuclei count;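 cell loss after 18 h compound exposure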
# NTR1 agonist cell count 20 µM = second read-out of NTR1 agonist, no call of its own (marks repeat the call); cell count; measured here: cell count, cytotoxicity flag
# NS5 inhibitors pilot replicate = recorded beside NS5 inhibitors, whose call it bears; inhibition, %; measured here: pilot screen replicate inhibition
# Starred values were filed as active, the others as inactive; i = inactive; u = inconclusive; x = not tested or not shown; [ ] = another dose, or the depositor's remark.
SMILES,NS5 inhibitors,Autophagy HCS,Autophagy HCS cell loss 18 h,NTR1 agonist,NTR1 agonist cell count 20 µM,K1F lysis inhibition,LYP inhibition,GPR35 antagonists,AID2073,WT yeast gro inh,WT yeast gro inh mutant strain,RSV CPE inhibition,others
COc1ccc(C(=O)CSc2nc(C(C)(C)C)nc3ccccc23)cc1,-1%,i,-6,6.3,37,-0.1%,0%,6%,-9%,41,-1,u,
O=C(CCn1nc(-c2ccccc2)ccc1=O)N1CCN(c2ccccn2)CC1,1%,i,3,-0.8,68,1.5%[50 µM],-8%,-11%,2%,-11,-9,-0.2%,
COc1cccc(C2/C(=C(/O)c3cnn(-c4ccccc4)c3C)C(=O)C(=O)N2CCN(C)C)c1OC (centres undefined),x,i,7,0.7,70,0.3%,-11%,-1%,-5%,6,11,0.5%,
CC(=O)NC(Cc1ccccc1)c1ccc2c(c1)OCCCO2 (centres undefined),0%,i,-2,0.2,63,1.0%,-6%,-6%,9%,-14,-10,0.0%,
CCOc1ccc(NC(=O)c2ccc(CNc3c(NC4CCCCC4)c(=O)c3=O)cc2)cc1,-2%,i,7,1.4,90,2.4%,-4%,9%,8%,2,3,0.0%,
Cc1cnc(C(=O)Nc2ccc3c(c2)CCC3)cn1,-6%,i,12,-0.2,66,0.0%,-3%,10%,-5%,17,4,4.2%,
O=C(CCl)N=c1sccn1Cc1cccc2ccccc12,-14%,i,40,x,x,-0.1%,4%,-9%,0%,16,12,x,
COc1ccc(C2/C(=C(/O)c3ccc(C)cc3)C(=O)C(=O)N2C)c(OC)c1 (centres undefined),1%,x,x,0.9,53,-0.4%,-5%,0%,2%,x,x,1.7%,
NC(=O)C1CCN(C2CC(=O)N(Cc3ccc(N4CCCC4=O)cc3)C2=O)CC1 (centres undefined),-5%,i,-1,2.0,91,-0.3%,0%,4%,1%,-6,-3,0.5%,
NC(=O)COC(=O)c1ccc(-c2ccccc2)cc1,-15%,i,-4,-0.8,51,-0.5%,-6%,16%,-5%,-7,3,5.8%,
COc1ccc(CC(=O)Nc2ccc(-c3nnc(-c4ccccc4)o3)cc2)cc1OC,-4%,i,3,-0.8,65,2.6%,-3%,-27%,40%,1,4,14%,
COc1ccccc1OCCNc1nc2c(c(=O)n(C)c(=O)n2C)n1C,1%,i,-11,3.8,73,-0.1%,0%,-2%,-6%,-1,-5,1.8%,
CC(Sc1nnc(C2CCCCC2)n1N)C(=O)NCc1ccc2c(c1)OCO2 (centres undefined),4%,i,-1,0.8,24,1.6%,-6%,-12%,-7%,26,18,-2.1%,
Cc1c(C(=O)OCC(=O)N2CC(=O)Nc3ccccc32)oc2ccc(Br)cc12,-1%,i,-15,13,90,5.5%,-7%,-9%,8%,-1,-5,0.5%,
C/C(=N\NC(=O)c1nnn(-c2nonc2N)c1CSc1ccc(Cl)cc1)c1cccnc1,4%,x,x,4.8,54,0.1%,-4%,-24%,-9%,x,x,12%,
Cc1ccncc1C(N)=O,-7%,x,x,2.9,60,0.2%,-8%,-1%,-7%,x,x,0.7%,
CC(=O)c1cccc(NC(=O)C2CCN(S(C)(=O)=O)CC2)c1,-2%,i,-1,-0.4,52,0.0%,-6%,19%,8%,-5,-3,0.7%,
O=Cc1cn(-c2ccccc2)nc1-c1cccnc1,-5%,i,0,-0.9,56,0.2%,-8%,8%,5%,-8,10,3.1%,
CC(=O)c1ccc(S(=O)(=O)NCCC(=O)OCC(=O)N2CCCC2=O)cc1,-3%,x,x,1.8,41,1.1%[50 µM],x,x,x,x,x,-0.6%,
Cc1nnc(SCC(=O)Nc2cccc(C(F)(F)F)c2)n1Cc1ccco1,-1%,i,19,-5.4,81,0.3%,1%,-7%,3%,-1,-7,0.6%,

# The closing 4 compounds of the part before are carried over, then new ones follow:
SMILES,NS5 inhibitors,Autophagy HCS,Autophagy HCS cell loss 18 h,NTR1 agonist,NTR1 agonist cell count 20 µM,K1F lysis inhibition,LYP inhibition,GPR35 antagonists,AID2073,WT yeast gro inh,WT yeast gro inh mutant strain,RSV CPE inhibition,others
CC(=O)c1cccc(NC(=O)C2CCN(S(C)(=O)=O)CC2)c1,-2%,i,-1,-0.4,52,0.0%,-6%,19%,8%,-5,-3,0.7%,
O=Cc1cn(-c2ccccc2)nc1-c1cccnc1,-5%,i,0,-0.9,56,0.2%,-8%,8%,5%,-8,10,3.1%,
CC(=O)c1ccc(S(=O)(=O)NCCC(=O)OCC(=O)N2CCCC2=O)cc1,-3%,x,x,1.8,41,1.1%[50 µM],x,x,x,x,x,-0.6%,
Cc1nnc(SCC(=O)Nc2cccc(C(F)(F)F)c2)n1Cc1ccco1,-1%,i,19,-5.4,81,0.3%,1%,-7%,3%,-1,-7,0.6%,
COc1cc2c(cc1OC)-c1nnnn1C(C)(C)C2,-8%,i,-3,2.7,71,7.6%,4%,5%,-2%,-1,-2,0.6%,
O=[N+]([O-])c1cc(Br)cc(C=Nc2ccc3c(c2)OCO3)c1O,18%,x,x,2.4,70,1.8%,8%,1%,18%,x,x,1.2%,
Cc1cccc(-c2nnc(SCC#N)n2C)c1,-10%,i,2,0.5,96,0.0%,-6%,13%,-9%,-1,1,0.7%,
CCNc1nc(CSc2ccccc2)nc2sc(C)c(C)c12,-10%,i,-9,12,39,0.3%[50 µM],4%,15%,-4%,67*,22*,12%,
COc1ccc(N2C(=NC(=O)CCC3CCCC3)SC3CS(=O)(=O)CC32)cc1 (centres undefined),-4%,x,x,1.0,59,0.1%,-9%,-16%,1%,x,x,1.0%,
CCCCn1nnnc1SCC(=O)NNC(=O)c1ccco1,-9%,i,-9,-0.4,34,-1.3%,-2%,-5%,16%,-21,-5,-1.5%,
C[C@H](NC(=O)OCc1ccccc1)c1nnc([C@H](Cc2ccccc2)NC(=O)OC(C)(C)C)o1,-3%,x,x,2.3,74,1.1%,-9%,-13%,2%,x,x,0.5%,
C=CCn1nc([N+](=O)[O-])nc1Sc1cccc2cccnc12,-7%,i,3,11,72,3.1%,-2%,-6%,-21%,-24,-3,6.6%,
CC1CCCN(S(=O)(=O)c2ccc(C(=O)Nc3nnc(-c4ccccc4Cl)o3)cc2)C1 (centres undefined),0%,i,21,1.1,61,0.5%,-3%,-7%,6%,-5,-38,5.9%,
Cc1cccc(NC(=O)CNC(=O)C(NC(=O)Cc2ccccc2)C(C)C)c1C (centres undefined),1%,x,x,-1.0,53,0.8%[50 µM],x,x,x,x,x,1.2%,
O=C([C@@H]1CC=C[C@@H]2CCN(C3CC3)C(=O)[C@@H]21)N1CCN(c2ccccc2)CC1,-1%,x,x,0.2,97,0.1%,x,x,x,x,x,0.5%,
CCOC(=O)CSc1nc2c(c(=O)[nH]1)C(C)(CC)Cc1ccccc1-2 (centres undefined),-4%,x,x,7.7,48,0.2%,-5%,12%,13%,x,x,2.9%,
C/C=C\C=C\C(=O)N1CC2(CC(c3cccc(NC(=O)/C(C)=C\C)c3)=NO2)C[C@H]1C(N)=O (some centres undefined),-6%,x,x,1.3,62,1.0%,-10%,10%,32%,x,x,3.6%,
CCc1ccc(-n2c(C)nc3cc(C(=O)NCc4cccnc4)ccc32)cc1,-5%,i,-2,1.7,60,-0.1%,-7%,2%,-1%,4,20,-1.1%,
OCCC1CN(Cc2ccccn2)CCN1C1CCCC1 (centres undefined),-3%,i,12,-0.2,47,-0.6%,-4%,7%,-7%,-2,-5,0.0%,
C=CCN(CC(O)c1cccc([N+](=O)[O-])c1)C(C)CCc1ccccc1 (centres undefined),-7%,x,x,3.3,74,0.1%,-3%,3%,-3%,x,x,-0.7%,
CCOc1ccc(N(C(C)C(=O)NC(C)CC)S(C)(=O)=O)cc1 (centres undefined),-1%,i,-5,1.1,94,0.2%,-6%,-4%,-11%,7,2,0.5%,NS5 inhibitors pilot replicate=-4.9
Cc1cc(C)c(C)c(S(=O)(=O)N2C(=S)NC(=O)C2CC(C)C)c1C (centres undefined),1%,i,-11,0.9,57,0.0%,6%,10%,2%,7,8,1.7%,
COc1ccc(C2=NN(C(=O)CCC(=O)O)C(c3cccs3)C2)cc1OC (centres undefined),-6%,i,14,0.0,40,-0.1%,-9%,6%,11%,-7,-14,-1.0%,
Cc1cc(C)c(S(=O)(=O)N2CCN(C(=O)c3cccs3)CC2)c(C)c1,-4%,i,-39,0.1,40,-0.8%,-1%,-11%,-6%,7,2,1.7%,
COc1ccccc1NC(=S)NC(=O)Cc1ccc(Cl)cc1,-2%,x,x,1.4,58,0.2%,0%,5%,15%,x,x,2.8%,
COC(=O)c1c(NC(=O)c2ccoc2C)sc(C)c1C,-5%,x,x,0.8,65,0.0%,-3%,9%,30%,x,x,2.0%,
CCC(/C=C1\Sc2ccc(OC)cc2N1CC)=C\c1sc2ccc(OC)cc2[n+]1CCCS(=O)(=O)[O-],-1%,i,13,5.2,72,0.8%,-7%,-12%,21%,75*,53*,1.7%,
CC(=O)c1ccc(N2CCC(C)CC2)c(F)c1,-13%,i,3,0.0,26,-1.3%,5%,-18%,-6%,-11,5,2.5%,
Cc1nc2ccc(NC(=O)c3ccc(Cl)c([N+](=O)[O-])c3)cc2s1,-4%,i,8,5.2,68,3.8%,2%,-18%,9%,0,-6,1.7%,
C/C=C(\C)CN1CCN(c2cccc(C)c2C)CC1,-1%,i,3,0.2,38,0.1%,-9%,0%,29%,-3,4,-0.7%,
CCSc1nnc2c(n1)OC(C)(C)Nc1ccccc1-2,-6%,i,11,0.2,53,i,-3%,3%,8%,7,-7,3.3%,
CCOC(=O)C1CCN(C(=O)Cn2nc(CC)n3cccc3c2=O)CC1,-8%,x,x,1.6,59,0.0%,-16%,-4%,5%,x,x,2.4%,
Cc1ccc(N(Cc2ccccc2)C(=O)c2cccc(S(=O)(=O)N3CCN(C)CC3)c2)cc1,-4%,x,x,0.0,57,1.0%[50 µM],x,x,x,x,x,-0.8%,
CC(C)(C)NC(=O)/C(=C\c1cccnc1)NC(=O)c1ccco1,x,i,8,-0.8,76,0.6%,-3%,7%,-10%,-5,7,2.5%,
O=C1NC2(CCCCCC2)C(=O)N1Cc1ccccc1Br,-11%,x,x,-1.2,57,0.4%,-7%,3%,-5%,x,x,0.9%,
CC(=O)c1sc(NC(C)c2ccccc2)nc1C (centres undefined),-16%,x,x,-1.1,47,0.8%,-8%,-3%,6%,x,x,-0.1%,
Cn1ccc(=NC=C(C#N)C#N)c2ccccc21,-10%,i,4,0.0,42,-0.3%,-4%,0%,-10%,-9,4,0.6%,
